A3G deaminase: blocks human APOBEC3G single-stranded DNA deamination. Q9HC16. recombinant A3G, ssDNA deamination FAM/TAMRA fluorescence. inhibition, % at 20 µM. hit rate 0.28% among 330,000. AID 493012;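 active means inhibition of at least 40% at 20 µM, with no more than 30% in the related APOBEC3A deaminase screen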;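 further: plate controls were DMSO wells with A3G for no effect and wells lacking A3G enzyme for full effect; some compounds called inactive have numbers as strong as hits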
mIAP block: mouse IAP inhibition | purified mouse IAP, CDP-Star luminescence, 30 min | inhibition, % at 10 µM | hit rate 0.2% among 330,000 | AID 2806;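 active means inhibition of at least 40% at 10 µM in the primary screen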;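 further: plate controls were DMSO with enzyme for no effect and no enzyme wells for full effect; values of inactives mirror those of a sister screen read the other way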
GRIN3A LBD mod: NR3A (human) ligand-binding domain modulation; hit rate 2.5% among 340,000; Tm shift relative to glycine control, % at 25 µM; AID 1259313; NR3A LBD differential scanning fluorimetry, Tm shift; 0% = protein alone, 100% = glycine-bound protein;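 active means melting temperature shift of at least 10% of the positive control shift, at one fixed dose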
hIAP act: human IAP activation; P09923; purified human IAP, CDP-Star luminescence, 30 min; stronger effect = higher value; 1 = vehicle-only enzyme, 0 = enzyme-free background; activation factor at 10 µM; hit rate 0.16% among 330,000; AID 2524;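 active means activation factor of the enzyme at least 2-fold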; further: the source names both 10 and 20 µM as test concentration; values of inactives mirror those of a sister screen read the other way
Target sequence (P09923 whole entry, looked up): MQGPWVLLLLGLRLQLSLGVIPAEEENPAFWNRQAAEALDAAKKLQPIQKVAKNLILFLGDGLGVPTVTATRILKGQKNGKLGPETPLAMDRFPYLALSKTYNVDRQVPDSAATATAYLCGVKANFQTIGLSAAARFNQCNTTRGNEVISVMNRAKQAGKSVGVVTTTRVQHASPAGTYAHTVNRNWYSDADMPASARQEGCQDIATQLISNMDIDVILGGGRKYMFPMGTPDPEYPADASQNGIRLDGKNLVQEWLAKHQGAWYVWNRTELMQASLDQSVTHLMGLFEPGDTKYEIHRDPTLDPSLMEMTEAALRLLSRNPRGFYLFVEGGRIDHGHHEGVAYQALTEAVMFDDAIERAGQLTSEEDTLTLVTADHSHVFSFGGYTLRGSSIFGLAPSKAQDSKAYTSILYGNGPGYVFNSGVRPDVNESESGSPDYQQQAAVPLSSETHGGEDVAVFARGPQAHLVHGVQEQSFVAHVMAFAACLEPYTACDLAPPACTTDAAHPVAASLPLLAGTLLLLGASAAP
MPTP block: permeability transition pore inhibition | inhibition, % at 10 µM | hit rate 1.4% among 360,000 | isolated mouse mitochondria, Ca2+ swelling absorbance, 30 min;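 active means inhibition of 50% or more, scaled per plate between neutral and stimulator controls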;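 further: 0% = DMSO wells given calcium and 100% = 1 mM EGTA wells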
beta cell repl: inducers of beta-cell replication in MIN6 cells; MIN6 cells proliferation, ATPlite luminescence, 48 h; cells starved in 0.2% serum; 100% = growth in 10% serum; proliferation, % at 10 µM; hit rate 0.29% among 330,000; AID 2380;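 active means compounds whose signal lies at least 3.5 SD above the mean of all wells on their plate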;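 further: 0% = DMSO-treated cells in low-serum medium and 100% = 10% serum control; some compounds called inactive have numbers as strong as hits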
APOBEC3A inh: blocks human APOBEC3A ssDNA deamination; P31941; recombinant A3A, FAM/TAMRA ssDNA deamination fluorescence; inhibition, % at 20 µM; hit rate 0.41% among 330,000; AID 493011;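 active means at least 40% inhibition at 20 µM here, with at most 30% in a related deaminase screen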;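 further: plate controls were A3A with DMSO for no effect and wells lacking A3A enzyme for full effect; some results filed as inactive read as strong as hits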
Target sequence (P31941 whole entry, looked up): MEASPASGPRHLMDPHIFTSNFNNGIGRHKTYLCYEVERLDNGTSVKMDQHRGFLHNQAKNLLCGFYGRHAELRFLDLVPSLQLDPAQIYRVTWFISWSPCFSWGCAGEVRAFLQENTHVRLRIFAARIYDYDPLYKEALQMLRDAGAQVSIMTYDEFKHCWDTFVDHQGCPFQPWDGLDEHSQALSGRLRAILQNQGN
hIAP inh: human IAP inhibition; AID 2544; hit rate 0.12% among 330,000; inhibition, % at 10 µM; purified IAP, CDP-Star luminescence, 30 min; P09923;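 active means inhibition reaching a set limit with compound at 10 µM in the primary screen, cut at about 35% in these data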;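 further: plate controls were DMSO wells with enzyme for no effect and no-enzyme buffer wells for full effect; values of inactives mirror those of a sister screen read the other way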
mIAP activ: mouse IAP activation. muIAP, CDP-Star luminescence, 30 min; stronger effect = higher value; 1 = vehicle-only enzyme signal, 0 = enzyme-free wells. activation factor at 10 µM. hit rate 0.24% among 330,000. AID 2805;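 active means activation factor of at least 2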; further: the source names both 10 and 20 µM as test concentration; values of inactives mirror those of a sister screen read the other way
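Assay system: mouse IAP enzyme; reagent: chemiluminescent substrate CDP-Star; dosing: test compounds delivered from DMSO solution; schedule: 30 min at room temperature; measured by: luminescence from enzymatic CDP-Star hydrolysis; controls: DMSO-only wells and no-enzyme negative control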
Numbers without * were called inactive; · = not tested or not shown.

SMILES	A3G deaminase	mIAP block	GRIN3A LBD mod	hIAP act	MPTP block	beta cell repl	APOBEC3A inh	hIAP inh	mIAP activ
CC(C)CC(=O)Nc1ccc(C(=O)COC(=O)C2CCC2)cc1	0	-2	-3	1.2	0.2	4	2	-17	1
CCN1C(Nc2ccccc2)=NC[C@@H]1CC(C)C	-7	1	-2	1	-0.6	0	-1	-1	0.99
CSc1ncc(C(=O)Nc2cc(C)ccc2C)c(C)n1	-4	6	1	0.98	0.3	-1	2	2	0.94
CC1CCCCN1Cc1c(O)ccc2c(=O)c(-c3ccc(Cl)cc3Cl)coc12 (centres undefined)	-9	5	7	1.1	0.3	-2	-6	-11	0.95
Cc1ccc(NC(=O)Cn2c(O)c(N=NC(N)=O)c3ccccc32)cc1	-4	1	1	0.95	0.8	0	2	5	0.99
C[C@H](O)Cc1cn(-c2cc3cc(C#Cc4ccsc4)ccc3oc2=O)nn1	-2	-3	0	1.1	2.9	4	4	-8	1
CCc1ccc(NC(=O)CSc2nnc(CC)c(CC)n2)cc1	-1	4	0	0.82	9.9	0	-1	18	0.96
COc1ccc(C)cc1S(=O)(=O)N1CCCCC1	0	15	5	1.1	-2.8	2	0	-12	0.85
CSc1cccc(NC(=O)C2CCCN2S(=O)(=O)c2ccc3c(c2)CCC(=O)N3)c1 (centres undefined)	-3	4	3	0.93	-0.3	-1	-1	7	0.96
OCC1CCCCN1C(=S)Nc1cccc(Cl)c1 (centres undefined)	-14	-14	-1	1.2	1.1	1	-4	-16	1.1
Cc1cc(C)c(C(=O)COC(=O)CNC(=O)c2ccccc2C)c(C)c1	-7	-6	1	1	-0.4	0	-2	0	1.1
CC(C(=O)NN)n1nnc(N2CCOCC2)n1 (centres undefined)	-2	-2	0	0.94	0.6	-3	0	6	1
O=C(NCc1cccs1)C(=O)c1c[nH]c2ccccc12	-7	-10	0	1.1	0.7	1	2	-6	1.1
COc1ccc(-c2cc3c(=O)n(CC(=O)NCc4ccc(C)cc4)ncn3n2)cc1	-11	-11	-6	1.1	-1.0	-4	-6	-6	1.1
CSc1ccc(/C=C/C(=O)OCC(=O)c2ccc[nH]2)cc1	-8	-14	-1	0.9	0.4	1	-2	10	1.1

Grouped by structure, the entries above with a halogen
SMILES	A3G deaminase	mIAP block	GRIN3A LBD mod	hIAP act	MPTP block	beta cell repl	APOBEC3A inh	hIAP inh	mIAP activ
CC1CCCCN1Cc1c(O)ccc2c(=O)c(-c3ccc(Cl)cc3Cl)coc12 (centres undefined)	-9	5	7	1.1	0.3	-2	-6	-11	0.95
OCC1CCCCN1C(=S)Nc1cccc(Cl)c1 (centres undefined)	-14	-14	-1	1.2	1.1	1	-4	-16	1.1

The listing continues.
SMILES	A3G deaminase	mIAP block	GRIN3A LBD mod	hIAP act	MPTP block	beta cell repl	APOBEC3A inh	hIAP inh	mIAP activ
CCOc1ccc(N=c2cc(-c3ccc(OC)cc3)oc3ccccc23)cc1	-4	14	-1	0.94	37	-6	-1	6	0.86
Cc1ccc(NC(NC(=O)c2ccccc2[N+](=O)[O-])C(Cl)(Cl)Cl)cc1 (centres undefined)	-1	5	-3	0.87	1.4	0	2	13	0.95
COc1ccc(S(=O)(=O)N(C)CC(=O)Nc2ccc3c(c2)OCCO3)cc1	-9	5	1	1	-0.8	3	-3	-1	0.95
Fc1ccc(NC(=S)Nc2ccc(F)c(Cl)c2)cc1Cl	1	2	12*	1	92*	-5	2	-2	0.97
O=C(COc1cccc(F)c1)Nc1ccc2[nH]c(=O)[nH]c2c1	-9	14	0	1.1	0.6	-4	-3	-7	0.86
CC12CCC(=O)N1C(C(=O)Nc1cc(S(=O)(=O)N3CCCCCC3)ccc1OCC(F)(F)F)CS2 (centres undefined)	-7	0	0	0.98	-0.2	-2	2	2	0.99
O=S(=O)(Nc1ccc2c(c1)OCO2)c1ccccc1	-8	-4	-3	0.92	-0.4	3	-1	8	1
CCOC(=O)c1cc(CC)sc1NC(=O)CCC(=O)O	-6	-5	1	1.3	-0.4	1	-1	-33	1.1
CN(CCCC(=O)NCCc1ccccc1)S(=O)(=O)c1ccc([N+](=O)[O-])cc1	-2	6	1	1.1	-0.9	0	2	-8	0.94
COc1cccc(NC(=O)CN(C)C(=O)c2cccc(S(=O)(=O)N3c4ccccc4CC3C)c2)c1 (centres undefined)	-5	-1	-7	1	-1.1	-2	8	-5	1
CC1(C)C2([N+](=O)[O-])CN3CC1([N+](=O)[O-])CN(C2)C3c1ccc(O)c(O)c1 (centres undefined)	-6	4	0	1	2.9	-1	-3	0	0.96
CCOC(=O)c1ccc(NC(=O)c2nn(C)cc2Br)cc1	-7	-3	-1	1.1	0.3	0	0	-10	1
COc1ccc(S(=O)(=O)N2CC(C(=O)O)Oc3ccccc32)cc1 (centres undefined)	-6	2	6	0.98	-0.4	-2	-2	2	0.98
COc1ccc(Cc2nc(-c3ccccn3)no2)cc1	-4	3	3	1	-3.2	0	-2	0	0.97
COc1ccccc1N1CCN(/N=C\c2cccnc2)CC1	-11	-1	-1	1.2	-0.5	0	-7	-16	1
CCN(CC(=O)Nc1ccc(NC(C)=O)cc1)C(=O)Cc1cccc2ccccc12	-2	-5	0	1.4	-0.5	-1	17	-40	1
CC(=O)Oc1ccc(NC(=O)CCC2CCCCC2)c(C(=O)O)c1	0	-7	2	0.95	-1.2	-2	2	5	1.1
O=C(c1cn(-c2ccccc2)nc1-c1ccc(Cl)cc1)N1CCOCC1	-3	-3	-1	0.95	-0.6	-3	5	5	1
CC(C)Oc1cccc(-c2cc(C(=O)NN3CCOCC3)c3ccccc3n2)c1	-6	9	-1	0.96	-0.3	0	1	4	0.91
COc1ccccc1CC(NC(C)=O)C(=O)N1CCN(C(=O)Nc2ccccc2Cl)CC1 (centres undefined)	-6	8	-1	1	-0.7	1	-3	0	0.92
COC(=O)C1(C(=O)OC)NOC2C(=O)N(c3ccccc3)C(=O)C21 (centres undefined)	-5	4	1	1	-0.8	3	-2	-2	0.96
Cc1ccc(Nc2nc(N)nc(CSC(=S)N3CCOCC3)n2)cc1	-4	-4	1	1.2	3.2	-2	-3	-24	1
CC#CCCCC(=O)Nc1cccc(C(=O)O)c1	-1	6	1	1.2	-1.1	0	4	-16	0.94
Cc1nc2cc(C(=O)OCC(=O)NC(C)C(C)C)ccc2n1-c1ccccc1 (centres undefined)	-4	8	-2	1	0.6	0	3	-2	0.92
O=C(COC(=O)c1ccc(Cl)c(Cl)c1)Nc1cccnc1Cl	-2	9	4	1.2	0.0	0	2	-15	0.91
Cc1oc2ccc(OCc3ccc(Cl)cc3)cc2c1C(=O)O	-2	8	0	1.1	2.7	2	2	-10	0.92
O=C(N/C(=C\c1ccc(O)cc1)C(=O)N1CCCCC1)c1ccccc1	-4	4	1	0.94	0.4	0	-6	6	0.96
COc1ccc(Oc2ncnc3sccc23)cc1	-4	-16	0	1.2	0.0	-2	-6	-20	1.2
O=C(c1ccco1)N1CCN(C(=O)C2CCCc3c2[nH]c2ccc(Cl)cc32)CC1 (centres undefined)	-8	-4	-8	1.1	3.9	0	-3	-9	1
CCC(Oc1ccccc1)C(=O)Nc1ccsc1C(=O)OC (centres undefined)	-6	8	4	0.92	0.8	-1	1	8	0.92
COc1ccc(CCNC(=S)NCc2ccc(Cl)c(Cl)c2)cc1OC	-5	-104	-1	1.2	-0.9	-2	-2	-17	2*
COc1ccc(Cn2cnc3c(NS(C)(=O)=O)c(C)c(C)cc32)cc1	-1	7	-2	0.95	-1.3	-2	1	5	0.93
CCC1Oc2nc(SC)nnc2-c2ccccc2N1C(=O)c1ccccc1 (centres undefined)	-1	3	-3	1.2	-0.1	-3	-3	-16	0.97
OC(COCc1cccs1)CN1CCN(c2ccccc2Cl)CC1 (centres undefined)	-3	2	-1	1	2.5	-1	-1	-4	0.98
CCC1CCC2(CC1)NC(=O)N(CC(=O)NCc1ccccc1Cl)C2=O (centres undefined)	-3	1	3	0.94	0.2	-1	-1	6	0.99
COc1ccccc1C(=O)n1nc(-c2ccccc2)nc1N	-4	1	-1	1	-7.6	-4	-4	-4	0.99
COc1ccc(NC(=O)c2ccc(-n3nc(C)c[n+]3[O-])cc2)cc1	-5	1	0	1.2	-0.6	-2	-5	-23	0.99
CCc1nnc(NC(=O)CCN2C(=O)C3CCCCC3C2=O)s1 (centres undefined)	-8	5	-2	1.1	-0.2	1	-2	-13	0.95
CC(=O)Nc1cccc(/C(C)=N\NC(=O)c2ccc(Cn3nc([N+](=O)[O-])c(Cl)c3C)o2)c1	-10	3	4	1.1	-0.8	0	-2	-14	0.97
C=CC[C@H]1CC(Cc2ccccc2)=C[C@H](CC=C)N1	-11	-5	0	0.97	0.3	-1	-1	3	1
O=C(C1CN(S(=O)(=O)c2ccccc2)CCN1S(=O)(=O)c1ccccc1)N1CCCCCC1 (centres undefined)	-7	2	0	0.98	-3.8	2	-2	2	0.97
O=S(=O)(c1ccccc1)N1CCN(C(=S)NCc2ccccc2)CC1	-14	-11	-4	1.1	0.9	-4	-1	-11	1.1
CC[C@]12c3[nH]c4cc(-c5ccco5)ccc4c3CCN1C(=O)[C@@H](CC(=O)NCC13CC4CC(CC(C4)C1)C3)C[C@@H]2C(=O)N1CCN(C(=O)C2CC2)CC1	-1	-2	-1	·	-0.9	·	1	·	1
O=S(=O)(Nc1cc(Cl)ccc1N1CCOCC1)c1ccccc1Cl	-14	-1	0	0.96	-1.2	1	-5	4	1
Cc1cc(C)c2nc(Nc3nc(-c4ccccc4)cc(=O)[nH]3)nc(C)c2c1	-5	7	0	1.4	1.6	-5	7	-44	0.93
CCOc1cc(S(=O)(=O)N2CCCC2)c(C)cc1C	-3	2	0	0.95	-1.0	2	-1	5	0.98
Cc1cc(C)n(-c2nc(SCC(=O)Nc3nccs3)c3c4c(sc3n2)COC(C)(C)C4)n1	-4	14	8	1	-2.1	-3	-2	-3	0.86
COc1ccc(CNC(=O)CCS(=O)(=O)c2ccc3c(c2)oc(=O)n3C)cc1	-1	-3	2	1	-0.3	2	-2	0	1
COc1cc(/C=N/NC(=O)c2ccncc2)c([N+](=O)[O-])cc1OC	-9	1	3	0.94	0.8	-5	-5	6	0.99
Cc1ccc(-n2c(C)cc(C(=O)CSc3nncs3)c2C)cc1	1	2	-1	0.89	4.9	-5	-4	11	0.98
COc1ccc(C)cc1NC(=O)C(=O)N/N=C(\C)CC(=O)Nc1cccnc1	-4	16	-1	1.1	-0.2	-2	-1	-13	0.84
Cc1cc(Nc2ccc(Br)cc2F)n2nc(C)nc2n1	2	10	-1	1.2	-0.3	-2	0	-22	0.9
CCOC(=O)c1cc2ccc(OC(=O)c3ccco3)cc2oc1=O	-5	5	4	0.84	0.1	-1	-2	16	0.95
Cc1cccc(NC(=O)Cn2c(=O)oc3ccccc32)c1C	18	0	0	0.94	-0.7	-3	3	6	1
COc1cccc(CNC(=O)CCNS(=O)(=O)c2ccc3c(c2)CC(C)N3C(C)=O)c1 (centres undefined)	1	-5	2	1.1	-1.6	-1	1	-9	1.1
COc1ccc(S(=O)(=O)N2CCCCCC2)cc1C(=O)N(C)CC(=O)Nc1cc(C)ccc1C	-1	-4	1	1.2	0.9	1	-1	-17	1
CC(C)=C1C2CCC1C1C(=O)N(NC(=O)c3ccco3)C(=O)C21 (centres undefined)	-8	-3	3	0.99	-0.3	0	0	1	1
CCOc1ccc(/C=C/C(=O)N(CC)CC(=O)NCc2cccs2)cc1OC	6	-6	0	0.99	0.7	-1	2	0	1.1

Screening data (PubChem)

Rows are unselected; 5% or so of the library scored in one or more.
